Bioassay records: PubChem, National Center for Advancing Translational Sciences (NCATS)
ATXN2 expr inh: inhibitors of ATXN2 expression | AID 1745845 | HEK-293 ATXN2-luciferase reporter, luminescence, 24 h | Potency, µM (highest dose often 57 µM), inactives show top-dose activity change, negative = inhibition, most hits filed as inhibitors | hit rate 0.72% among 360,000; also: potency is read from the fitted curve at half-maximal effect; % is scaled to controls: 0 for no effect and ±100 for the full control effect; nearly all actives have a fitted effect of over 55% in size
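ATXN2-luciferase reporter cells (luciferase flanked by upstream and downstream ATXN2 gene portions) were treated 24 h at 37 °C with compounds at up to 57 uM. SteadyGlo luminescence gave expression; GF-AFC fluorescence gave viability.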
ATXN viability: viability counter-screen for ATXN expression inhibitors; Potency, µM (highest dose often 56.7 µM), hits mostly cytotoxic; S2 cells (HEK-293 line with an ATXN2-luciferase reporter) viability, CellTiter-Fluor protease fluorescence, 24 h; hit rate 0.49% among 400,000; AID 651635; also: potency is read from the fitted curve at half-maximal effect; nearly all actives have a fitted effect of over 40% in size
A549 tox: A549 cytotoxicity, counter-screen for Nrf2 inhibitors. A549 ARE-Fluc cells, CellTiter-Fluor viability, 18-24 h. Potency, µM (series often up to 46 µM), for the others: top-dose activity change, negative = cytotoxicity, most hits filed as inhibitors. hit rate 0.16% among 390,000. AID 504648; also: potency is read from the fitted curve at half-maximal effect; % is scaled to controls: 0 for no effect and ±100 for the full control effect
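A549 ARE_Fluc cells in 5% FBS OPTI-MEM were exposed to compounds in concentration-response for 18-24 h at 37 deg C. Viability was read by CellTiter-Fluor fluorescence (Ex 405/Em 525) after 30 min, before the luciferase read.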
HepG2 tox: kills HepG2 cells in TGF-b inhibitor counter-screen; AID 588856; Potency, µM (series often up to 46.1 µM), inactives show at the top dose activity change, negative = cytotoxicity, most hits filed as cytotoxic; hit rate 0.76% among 410,000; HepG2 CAGA-GFP viability, ATP luminescence, 18 h; also: potency is read from the fitted curve at half-maximal effect; some results filed as inactive show a strong effect at the top dose
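CellTiter-Glo luminescence gave cytotoxicity after 18 hours at 37 degrees C. The cells were HepG2 CAGA-GFP in 1% FBS DMEM, stimulated with 500 pg/mL TGF-beta after compound addition. %Activity was normalised to no-cell wells (complete cell-killing) and DMSO (no toxicity), and curves were fitted and classified.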
IL-1B inflam inh: inhibitors of inflammasome signaling (IL-1 beta secretion) | activity change, % at 57.5 µM | THP-1 LPS/ATP IL-1B secretion, AlphaLISA, 16 h; active compounds read low | AID 743279 | hit rate 4.7% among 360,000; in the data active = activity change below about -50%; inconclusive = mostly about -30% to -49%; also: % is scaled to controls: 0 for no effect and ±100 for the full control effect
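Secreted IL-1B measured by AlphaLISA bead assay after 16 h compound exposure of THP-1 cells; compounds (final up to 57.5 uM) added 1 h before LPS (250 ng/mL) and ATP (1.25 mM) stimulation; lower signal means less secretion.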
TGFb inhibitor: TGF-b pathway inhibition. hit rate 1.2% among 410,000. Potency, µM (titrated, usually from 46.1 µM), without a hit: top-dose activity, negative = inhibition, usual class: inhibitors. HepG2 CAGA-GFP TGF-b/SMAD3 reporter, GFP fluorescence, 18 h; TGF-beta stimulated, 500 pg/mL final; also: potency is read from the fitted curve at half-maximal effect; % is scaled to controls: 0 for no effect and ±100 for the full control effect; nearly all actives have a fitted effect of over 65% in size
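Read-out: total well GFP (ex488/em500-530) summed from mean per-cell fluorescence. Cells: HEPG2 CAGA-GFP, 1% FBS DMEM, 18 h at 37 degrees C with 500 pg/mL final TGF-beta. Unstimulated wells served as the full-inhibition control; stimulated DMSO wells = 0%.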
MCF10A rereplic: inducers of DNA re-replication in MCF 10A breast cells. MCF 10A DNA re-replication, Hoechst nuclear intensity, 48 h. hit rate 2.9% among 350,000. Potency, µM (doses to about 46.1 µM), inactives show at the top dose activity, positive = re-replication, hits mostly activators; also: potency is read from the fitted curve at half-maximal effect; % of control where 0% means no effect; nearly all actives have a fitted effect of over 50% in size
Nrf2 ARE act: activates Nrf2 signaling. AREc32 ARE-luciferase reporter (MCF7-derived line), luminescence, 24 h. Potency, µM (titrated, usually from 46.1 µM), for the others: at the top dose activation, actives largely listed as activators. AID 624171. hit rate 0.31% among 410,000; also: potency is read from the fitted curve at half-maximal effect; % of control where 0% means no effect; nearly all actives have a fitted effect of over 65% in size
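AREc32_Fluc, 1000 cells/well, OPTI-MEM + 5% FBS, o/n 37 deg C 5% CO2; 23 nL cpd by pin tool, 24 hr; Steady-Glo 30 min RT, luminescence.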
Nrf2 block: Nrf2 pathway inhibition; A549 ARE-Fluc reporter, luciferase luminescence, 18-24 h; Potency, µM (doses to about 46 µM), without a hit: at the highest dose activity change, negative = inhibition, hits mostly inhibitors; hit rate 2.1% among 360,000; also: potency is read from the fitted curve at half-maximal effect; % is scaled to controls: 0 for no effect and ±100 for the full control effect; nearly all actives have a fitted effect of over 60% in size
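Cells were seeded and rested 2 h, then exposed to compounds for 18-24 h. CellTiter-Fluor was read first as a viability measure. BugLite was added 15 min before the final luminescent read of ARE-luciferase activity in A549 cells.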
An asterisk follows results filed as active; i = inactive; ? = inconclusive; . = not tested or not shown; & = joins results of further samples; [ ] = dose if it differs, or a comment. Unless noted, calls follow the shape of the dose curve; as a rule, active = well fitted curve in the direction sought with a large enough effect; inconclusive = small, poorly fitted or top-dose-only effect, or another doubt; inactive = no such curve, though single readings can be large; an effect the other way counts as inactive or inconclusive. Outcome played no part in choosing rows (roughly 8.8% active in at least one column).

SMILES	ATXN2 expr inh	ATXN viability	A549 tox	HepG2 tox	IL-1B inflam inh	TGFb inhibitor	MCF10A rereplic	Nrf2 ARE act	Nrf2 block
O=C(NC1CCCCCCC1)c1c(Cl)cccc1Cl	.	i	4%	-33%	-1	-17%	0%	-0.4%	17%
COc1cc(C)ccc1OCc1cc(C(=O)N(Cc2nccn2C)C(C)C)no1	74%[activator]	i	-3%	-1%	0	8%	3%	2.6%	?
Cc1ccccc1NC(=O)c1cccc(S(C)(=O)=O)c1	8%	i	0%	-13%	-17	9%	2%	-1.0%	0%
CC(CN1CCCC1)OC(=O)c1cccc(F)c1 (stereo unspecified)	.	i	-1%	-6%	-6	9%	11%	-0.9%	1%
COc1ccc(N2CCC(CNC(=S)Nc3ccc(C)cc3C)C2)cc1 (stereo unspecified)	.	?	?	-40%	?	?	2%	0.0%	-14%
CC1(C(=O)NS(=O)(=O)C2CC2)CCN(C(=O)c2c(F)cccc2F)C1 (stereo unspecified)	14%	i	.	-2%	19	7%	.	-0.2%	.
CCN(CC(=O)Nc1ccc(NC(C)=O)cc1)C(=O)c1cccc(N2C(=O)c3ccccc3C2=O)c1	7%	i	2%	-1%	-3	-2%	-3%	-0.1%	1%
Cc1ccccc1-n1c(=O)c2ccccc2n(Cc2ccc(F)cc2)c1=O	-11%	i	-17%	4%	.	-4%	.	-0.8%	5%
COc1ccc(-c2csc(NC(=O)Cc3cccc4ccccc34)c2C(=O)O)cc1	-9%	i	-12%	2%	-3	?	25%	-0.7%	-4%
COc1ccc(CNC(=O)C2CCC(CNS(=O)(=O)c3cccc4nsnc34)CC2)cc1 (stereo unspecified)	3%	i	-2%	-2%	31	-2%	0%	-0.4%	-14%
O=C(CCCn1c(=S)[nH]c2cc3c(cc2c1=O)OCO3)NC1CC1	0%	?	-1%	-31%	13	1%	-1%	0.3%	?
CC(OC(=O)c1ccc(Br)o1)C(=O)NCC1CCCCC1 (stereo unspecified)	-11%	i	14%	3%	0	-1%	-4%	0.2%	12%
Cc1cc(O)c(C(=O)Nc2cccc(Cl)c2)c(=O)n1C	.	i	16%	-8%	-2	-3%	-1%	-1.5%	?
CN(CC(=O)NC1CCN(Cc2ccccc2)CC1)S(=O)(=O)c1ccc(Cl)cc1	.	?	4%	6%	4	-2%	0%	2.2%	-18%
Nn1c(SCc2ccc(F)cc2)nnc1-c1cccnc1	4%	i	-2%	-1%	21	13%	8%	-0.7%	20%
Oc1ccccc1/C=N/n1c(COc2ccccc2)n[nH]c1=S	8%	.	0%	5%	24	0%	4%	0.1%	-10%
CCN(CC)CCN1C(=O)c2oc3ccccc3c(=O)c2C1c1ccccc1 (stereo unspecified)	0%	i	-9%	1%	-3	?	-9%	0.3%	-2%
CCOC(=O)C1=C(C)N(CCCC(=O)O)C(=O)NC1c1ccccc1OS(=O)(=O)c1ccccc1[N+](=O)[O-] (stereo unspecified)	0%	i	-2%	-23%	15	-5%	-60%[inhibitor]	27%	-8%
CC1(C)CC(=O)C2=C(C1)N(CCN1CCOCC1)C1=C(C(=O)CC(C)(C)C1)C2c1ccc(Cl)c([N+](=O)[O-])c1	-19%	?	?	7%	13	6%	6%	0.2%	-22%
COc1ccc(NC2=C(C)C(=O)CC2)cc1	55%[activator]	i	-7%	-8%	15	?	15%	26%	.
Cc1nc(NC(=O)C2CC3CCCC(C2)C3=O)sc1C (stereo unspecified)	43%[activator]	i	-6%	6%	24	14%	1%	2.9%	?
S=C(Nc1ccc(CN2CCCCC2)cc1)Nc1cccc(Cl)c1Cl	-5%	?	-20%	-1%	-12	-2%	20%	4.7%	21%
CCn1nnc2cc(C(=O)Nc3cc(S(C)(=O)=O)ccc3Cl)ccc21	7%	i	2%	-1%	-14	2%	14%	-0.1%	-1%
COc1cc(CNc2ncc(-c3ccc(Br)cc3)n2C)cc(OC)c1OC	?	i	12%	-4%	-6	?	29%	7.1%	10%
O=C1C2C3C=CC(CC3)C2C(=O)N1c1ccc(F)cc1 (stereo unspecified)	-6%	?	-1%	-80%	16	?	13%	-0.2%	4%

An excerpt from above in order of the IL-1B inflam inh value, ascending:
Structure | IL-1B inflam inh | TGFb inhibitor | Nrf2 ARE act
S=C(Nc1ccc(CN2CCCCC2)cc1)Nc1cccc(Cl)c1Cl | -12 | -2% | 4.7%
COc1cc(CNc2ncc(-c3ccc(Br)cc3)n2C)cc(OC)c1OC | -6 | ? | 7.1%
CCN(CC)CCN1C(=O)c2oc3ccccc3c(=O)c2C1c1ccccc1 (stereo unspecified) | -3 | ? | 0.3%
O=C(NC1CCCCCCC1)c1c(Cl)cccc1Cl | -1 | -17% | -0.4%

Following part.
SMILES	ATXN2 expr inh	ATXN viability	A549 tox	HepG2 tox	IL-1B inflam inh	TGFb inhibitor	MCF10A rereplic	Nrf2 ARE act	Nrf2 block
CCCc1nn2c(=O)cc(O)nc2s1	-7%	i	2%	-10%	4	-18%	1%	0.3%[9.22 µM]	-8%
O=C(CCc1nc2ccccc2c(=O)[nH]1)NNC(=O)COc1ccccc1Cl	-15%	?	-8%	14%	37	0%	-3%	0.2%	1%
Cc1ccc(C(C)C)c(OCCN2CCc3ccccc3C2)c1	-16%	i	0%	-2%	-5	-25%	?	2.0%	-9%
Cc1ccn2c(Nc3ccccc3C)c(-c3cccnc3)nc2c1	-13%&16%	?	-5%&-3%	-47%&-55%	-14	-9%&13%	2%	-0.4%&10%	?
CCN(CC(=O)Nc1cc(S(=O)(=O)N2CCOCC2)ccc1C)Cc1ccccc1	7%	i	-2%	-4%	-4	-5%	9%	-0.1%	-12%
O=C(CC1C(=O)NCCN1Cc1ccccc1)NCCC1=CCCCC1 (stereo unspecified)	4%	i	6%	0%	8	20%	0%	-0.5%	14%
Cc1cc(NC(=O)c2ccc(NC(=O)C3CC3)cc2)no1	.	i	-2%	6%	-2	10%	0%	4.4%	?
O=C(Nc1sc2c(c1C(=O)NCCO)CCCC2)c1ccco1	10%	i	-3%	4%	-59*	-2%	1%	2.4%	-6%
COC(=O)c1ccc(OC)c(CN2CCCN(Cc3cc(C)ccc3C)S2(=O)=O)c1	?	?	14%	-16%	33	-11%	11%	2.5%	-3%
CC(=O)Nc1nc(C)c(-c2csc(Nc3ccc(S(N)(=O)=O)cc3)n2)s1	17%	i	-4%	-19%	-9	-22%	20%	-0.8%	-19%
O=C(COc1ccccc1[N+](=O)[O-])N/N=C/c1cccc(OC(=O)c2ccc3c(c2)OCO3)c1	0%	?	-9%	0%	0	?	-3%	5.2%	18%
CCOc1ccc(-n2c(C)c(C(C)=O)c(C(C)=O)c2C)cc1	-1%	i	-14%	-5%	17	4%	0%	-0.8%	?
O=C(NCCN1CCOCC1)c1c(F)c(F)c(F)c(F)c1F	9%	i	1%	1%	-14	3%	5%	0.4%	16%
COCCN(C(=O)CSc1nnc(C)n1-c1ccccc1)c1c(N)n(Cc2ccccc2)c(=O)[nH]c1=O	0%	i	1%	-4%	6	16%	9%	-0.3%	6%
CCOCC(O)CNC(=O)c1ccc(OC2CCN(C(=O)c3cccnc3)CC2)cc1 (stereo unspecified)	1%	i	-2%	15%	31	15%	10%	-0.5%	4%
COc1ccc(OCCC(=O)OCC(=O)NCc2ccc(F)cc2)cc1	-1%	i	-6%	9%	10	-9%	-8%	-0.7%	8%
Cc1ccc(NC(=O)c2ccc(Cn3cc(Br)cn3)o2)cc1	2%	i	-12%	-19%	-13	-3%	9%	2.0%	-25%
Cc1ccc(OC(=O)CSc2nnc(-c3cccs3)o2)cc1	.	.	11%	1%	.	-3%	.	-0.7%	2%
CC(=O)Nc1cccc(NC(=O)C2CC3CCC2C3)c1 (stereo unspecified)	2%	i	0%	-1%	3	-6%	-5%	0.0%	?
O=C(NCCc1csc(-c2cccnc2)n1)c1ccc(F)c(F)c1	-18%	i	2%	-23%	.	0%	.	-0.8%	.
O=C(/C=C/[C@H]1O[C@@H](n2cnc3c(NC(=O)c4ccccc4)ncnc32)[C@H](O)[C@@H]1O)NCc1cccc2ccccc12	5%	i	.	1%	-25	-5%	.	-0.5%	.
C#CCNC(=O)C1=C[C@H](c2ccccc2)[C@@H](CCCO)[C@H](OCC)O1	-2%	i	2%	1%	-12	-4%	2%	-1.0%	4%
CC(C)(C)c1ccc(OCC(=O)NNC(=S)NC(=O)c2ccccc2[N+](=O)[O-])c(Br)c1	-17%	i	-13%	-6%	-10	0%	21µM*	2.4%	?
CC(=O)c1ccc(OCCCC(=O)N2CCN(S(=O)(=O)c3ccc(C)cc3C)CC2)cc1	0%	i	-5%	-24%	-19	-3%	-1%	3.7%	?
CCCC(=O)Nc1ccccc1NC(=O)CCC	-6%	i	0%	1%	34	-14%	12%	0.7%	5%

Structures above that have a COOH group:
SMILES	ATXN2 expr inh	ATXN viability	A549 tox	HepG2 tox	IL-1B inflam inh	TGFb inhibitor	MCF10A rereplic	Nrf2 ARE act	Nrf2 block
COc1ccc(-c2csc(NC(=O)Cc3cccc4ccccc34)c2C(=O)O)cc1	-9%	i	-12%	2%	-3	?	25%	-0.7%	-4%
CCOC(=O)C1=C(C)N(CCCC(=O)O)C(=O)NC1c1ccccc1OS(=O)(=O)c1ccccc1[N+](=O)[O-] (stereo unspecified)	0%	i	-2%	-23%	15	-5%	-60%[inhibitor]	27%	-8%
